# TNAP act hiacc = increases human TNAP activity under high phosphate acceptor concentration; P05186; purified TNAP, CDP-star luminescence, 1 M DEA, 30 min; stronger effect = higher value; 0 = EDTA background, 1 = DMSO-only activity; activation factor at 20 µM; 200,000 tested, under 10 active; AID 1136;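 active means activation factor at least 2 at 20 µM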
# Target sequence (P05186 whole entry, looked up): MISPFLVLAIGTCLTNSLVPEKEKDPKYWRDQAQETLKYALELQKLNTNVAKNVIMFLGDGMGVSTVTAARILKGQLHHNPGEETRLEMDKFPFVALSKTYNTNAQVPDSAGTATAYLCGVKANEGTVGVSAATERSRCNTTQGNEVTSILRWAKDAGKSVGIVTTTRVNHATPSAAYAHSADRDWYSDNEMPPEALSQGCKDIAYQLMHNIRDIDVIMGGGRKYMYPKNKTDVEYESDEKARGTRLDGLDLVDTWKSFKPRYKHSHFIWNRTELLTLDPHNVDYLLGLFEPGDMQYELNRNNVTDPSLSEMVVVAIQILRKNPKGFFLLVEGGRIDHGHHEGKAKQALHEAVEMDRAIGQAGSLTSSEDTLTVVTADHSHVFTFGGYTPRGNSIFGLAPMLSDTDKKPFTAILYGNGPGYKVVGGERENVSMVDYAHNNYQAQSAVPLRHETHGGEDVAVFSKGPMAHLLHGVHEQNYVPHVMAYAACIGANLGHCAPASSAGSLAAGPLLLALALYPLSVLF
#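 Dosing: 20 µM single point. System: human TNAP. Amount: TNAP 1/800 final. Incubation: 30 min, room temperature. Read-out: TNAP activation factor scaled between EDTA and DMSO control wells. Signal: luminescence from CDP-star hydrolysis. Medium: 1 M DEA, pH 9.8, Mg2+, Zn2+. Control set: EDTA negative control, DMSO positive control.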
# bIAP inh = blocks bovine intestinal alkaline phosphatase activity; 190,000 tested, under 10 active; inhibition, % at 20 µM; AID 1019; purified bovine IAP, CDP-star luminescence, 30 min;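 active means over 50% inhibition of intestinal alkaline phosphatase at 20 µM in the single-dose screen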
#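 Incubation: 30 min reaction at room temperature / Material: purified bovine intestinal alkaline phosphatase (IAP) enzyme / Input: enzyme at 1/65,000,000 dilution / Dosing: 20 µM single dose / Signal: CDP-star luminescence signal / Reagent: CDP-star chemiluminescent phosphatase substrate, 30 µM final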
# PPARg SRC2 recr = PPARgamma-driven SRC-2 recruitment agonism. PPARgamma LBD-SRC-2 recruitment, biochemical. AID 1032. 200,000 tested, 0.34% active. activation, % at 8 µM; in the data active means activation above about 22%;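 further: 0% = vehicle and 100% = reference agonist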
# Target sequence (P37231 whole entry, looked up, the tested form may be a part): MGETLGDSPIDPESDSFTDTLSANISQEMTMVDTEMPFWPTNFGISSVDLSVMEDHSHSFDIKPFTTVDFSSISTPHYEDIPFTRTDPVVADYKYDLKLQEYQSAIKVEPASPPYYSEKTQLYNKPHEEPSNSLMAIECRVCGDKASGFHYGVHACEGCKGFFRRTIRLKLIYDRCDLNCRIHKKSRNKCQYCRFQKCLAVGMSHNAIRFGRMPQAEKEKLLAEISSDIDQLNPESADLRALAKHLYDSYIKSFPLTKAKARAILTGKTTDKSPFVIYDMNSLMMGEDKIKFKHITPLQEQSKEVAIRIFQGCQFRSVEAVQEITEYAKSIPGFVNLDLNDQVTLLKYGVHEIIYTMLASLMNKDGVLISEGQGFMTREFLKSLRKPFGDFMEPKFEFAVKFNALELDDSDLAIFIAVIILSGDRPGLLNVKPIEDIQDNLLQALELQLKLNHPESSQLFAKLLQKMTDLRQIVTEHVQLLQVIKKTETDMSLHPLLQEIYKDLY
# PPARg SRC-3 ag = promotes SRC-3 coactivator recruitment by human PPARgamma. P37231. biochemical PPARgamma/SRC-3 coactivator recruitment assay. activation, % at 8 µM. 200,000 tested, 0.26% active; in the data active means activation above about 23%;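 further: 0% = DMSO and 100% = reference agonist; some compounds past the cut are filed as inactive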
# TR-FRET SRC-2 ct = TR-FRET artefact, counter-screen to PPARgamma/SRC-2 agonist assay. stronger effect = higher value. TR-FRET ratio at 8 µM. 200,000 tested, 0.4% active; in the data active means TR-FRET ratio above about 2000; further: inactives centre near 1500
# HMGR II inh = E. faecalis class II HMG-CoA reductase inhibition; purified E. faecalis HMGR, NADPH absorbance 340 nm kinetic; inhibition, % at 10 µM; 190,000 tested, 0.41% active; AID 1066;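 active means inhibition above a set limit, the median over all tested compounds plus 3 SD, cut at about 9.5% in these data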;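 further: enzyme runs in reverse so mevalonate oxidation gives rising NADPH absorbance; 0% = complete reaction with DMSO and 100% = background rate lacking mevalonate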
# TNAP inh hiacc = blocks human TNAP under high phosphate acceptor concentration. 200,000 tested, 0.03% active. inhibition, % at 20 µM. purified TNAP, CDP-star luminescence, 1 M DEA. P05186;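 active means over 50% inhibition of tissue-nonspecific alkaline phosphatase at 20 µM in the single-dose screen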;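 further: plate controls were DMSO wells for no effect and EDTA-quenched wells as full inhibition for full effect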
# PPARg SRC1 recr = PPARgamma-driven SRC-1 recruitment agonism | P37231 | PPARgamma-SRC-1 coactivator recruitment biochemical assay | activation, % at 8 µM | 200,000 tested, 0.41% active | AID 631; in the data active means activation above about 19%;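 further: 0% = DMSO and 100% = reference agonist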
# TNAP inh noacc = inhibitors of human TNAP without phosphate acceptor; P05186; purified TNAP, CDP-star luminescence, 30 min; inhibition, % at 20 µM; 200,000 tested, 0.26% active; AID 1012;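 active means tissue-nonspecific alkaline phosphatase inhibition above about 50% at 20 µM in the single-dose screen, limit read from the data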;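 further: 0% = DMSO negative control and 100% = EDTA positive control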
# bIAP activator = increases bovine intestinal alkaline phosphatase activity; activation factor at 20 µM; purified bovine IAP, CDP-star luminescence, 30 min; stronger effect = higher value; fold of DMSO-control signal, blank-subtracted; 200,000 tested, 0.17% active;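 active means activation factor of 2 or more at 20 µM, a signal rise over negative controls twice the positive control's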
# Active calls of the source: *; . = not tested or not shown.
# Preview:
SMILES,TNAP act hiacc,bIAP inh,PPARg SRC2 recr,PPARg SRC-3 ag,TR-FRET SRC-2 ct,HMGR II inh,TNAP inh hiacc,PPARg SRC1 recr,TNAP inh noacc,bIAP activator
CCN(C(=O)COC(=O)c1cc2ccccc2cc1O)C1CCS(=O)(=O)C1 (stereo not given),1,-11.4,-3.3,-1.7,1516,-3.8,1.0,-4.4,-15.0,1.1
CCOC(=O)C1C(=O)CC(C)(O)C(C(=O)OCC)C1c1cccc(OC(F)(F)C(F)F)c1 (stereo not given),1.1,-6.1,2.5,1.8,1468,-7.4,-8.1,4.3,-12.9,1.1

# The whole of this part, from the start:
SMILES,TNAP act hiacc,bIAP inh,PPARg SRC2 recr,PPARg SRC-3 ag,TR-FRET SRC-2 ct,HMGR II inh,TNAP inh hiacc,PPARg SRC1 recr,TNAP inh noacc,bIAP activator
CCN(C(=O)COC(=O)c1cc2ccccc2cc1O)C1CCS(=O)(=O)C1 (stereo not given),1,-11.4,-3.3,-1.7,1516,-3.8,1.0,-4.4,-15.0,1.1
CCOC(=O)C1C(=O)CC(C)(O)C(C(=O)OCC)C1c1cccc(OC(F)(F)C(F)F)c1 (stereo not given),1.1,-6.1,2.5,1.8,1468,-7.4,-8.1,4.3,-12.9,1.1
Cc1nn(Cc2nc(-c3cccs3)no2)c(C)c1Br,1.1,13.9,8.7,2.5,1738,-2.3,-8.2,2.2,4.0,0.9
Cc1ccc(NNC2CC(=O)N(c3cccc(Cl)c3)C2=O)cc1 (stereo not given),1,-10.3,8.2,-0.3,1532,-4.9,-2.2,13.5,-3.7,1.1
O=C(Nc1cc(C(F)(F)F)ccc1N1CCOCC1)c1ccco1,1,11.9,11.7,-4.8,1428,-1.3,-3.3,8.6,-13.2,0.9
COc1cc(/C=N\NC(=O)c2nonc2N)c(OC)cc1Br,1,22.8,1.5,4.5,1602,-2.1,-2.6,-2.8,-7.1,0.8
CCOc1cc(C(=O)OCc2ccc(C(=O)OC)o2)cc(Br)c1OC,1.1,31.7,5.6,0.7,1661,-2.0,-7.3,-5.1,-9.0,0.7
O=C(Cn1cc2c(n1)CCCC2)NC1CCCCCC1,1,3.6,-3.5,5.6,1683,-10.8,2.2,2.8,-10.9,1
Cc1nn(C(=O)c2ccoc2C)c(N)c1-c1ccccc1,1,2.1,.,.,.,.,-3.9,.,-10.5,1
O=C(COc1ccc(Cl)cc1Cl)NNC(=S)NCc1ccco1,1,1.6,12.1,5.2,1423,1.4,-3.0,6.9,-36.0,1
Cc1cc(-c2ccccc2)c2nncn2n1,1,0.7,3.7,-15.8,1498,-5.6,2.0,12.0,2.1,1
O=C(COC(=O)c1ccc2c(c1Cl)C(=O)c1ccccc1C2=O)NC1CC1,1,3.8,1.9,-1.4,1484,-1.0,2.9,-4.7,-4.2,1
CC(C)NCCOCCOc1ccc(Cl)cc1Br,1.1,6.8,-1.5,-0.7,1360,-2.7,-6.8,-2.9,-9.9,0.9
Cc1ccc(C)c(C(=O)OCC(=O)Nc2ccc(N3CCOCC3)cc2)c1,1,-0.3,-1.1,-5.2,1646,-2.2,-0.7,-4.6,-11.2,1
O=C(Nc1ccc2nsnc2c1)N1CCCCC1,1.1,15.3,2.2,-10.1,1481,-6.2,-5.0,-5.0,-5.4,0.8
CCOc1ccccc1NC=C1C(=O)OC2(CCCCC2)OC1=O,1.1,11.6,-10.2,-16.6,1358,0.0,-5.3,1.3,-9.5,0.9
COC(=O)c1ccc(NC(=S)N2CCN(Cc3ccccc3Cl)CC2)cc1,1,4.5,7.3,4.6,1798,-3.5,-2.9,-1.8,-6.7,1
S=C(NCCCN1CCOCC1)Nc1ccc(Cl)cc1Cl,1,-0.4,6.0,0.2,1524,-6.3,-2.5,3.5,-4.0,1
Cc1cc(NC(=O)CSc2nnc(-c3ccc(Br)o3)n2Cc2ccccc2)no1,1,0.6,6.7,0.2,1576,-0.2,1.7,4.0,6.4,1
COc1ccccc1NC(=O)Cn1cnc2c(oc3ccccc32)c1=O,1,4.2,-4.2,-5.6,1668,-2.2,0.0,-4.7,-12.5,1
COc1cccc(OCCn2cccc2/C=C2/C(=N)N3OC(C)=CC3=NC2=O)c1,1,28.6,-4.3,2.1,1578,-5.7,0.3,7.2,-0.6,0.7
COc1ccc(NC(C)C(=O)N/N=C/c2ccccc2OCc2ccc(Br)cc2)cc1 (stereo not given),1,-1.0,-0.9,-3.8,1594,-7.2,-0.7,-0.6,-7.7,1
CC(NS(=O)(=O)c1ccc([N+](=O)[O-])cc1)C(c1cccs1)N1CCOCC1 (stereo not given),1,15.5,4.8,4.5,1689,5.5,-1.8,3.6,-15.7,0.8
CCN(CC)CC(=O)N1CCCC(C(=O)c2ccccc2OC)C1 (stereo not given),1,6.8,3.9,-3.8,1681,-5.4,-3.5,3.1,-9.5,0.9
O=CNCC(=O)NC1CCCCCC1,1,-0.3,-11.5,-10.5,1434,-1.3,-3.2,0.4,-13.6,1
CC(C)(C)NC(=O)CSc1nnc(Cc2ccc3c(c2)OCO3)n1C1CCCCC1,1,14.6,3.1,3.8,1636,0.7,-1.2,5.7,-5.4,0.9
O=C(Nc1ccc2ncccc2c1)c1ccccc1Cl,1,4.2,-4.0,-3.1,1518,-5.8,-0.3,4.4,-5.6,1
COc1ccccc1N1CCN(C(=S)Nc2cccc(C)c2)CC1,1.1,0.4,-2.7,1.4,1278,-6.8,-11.4,-6.1,-5.0,1
Cn1c(Oc2ccc(F)cc2F)c(C=O)c2ccccc21,1,5.4,6.2,1.2,1523,0.4,-3.2,-9.5,-21.6,0.9
COc1cc2[nH]c(=S)n(N(C(C)=O)C(C)=O)c(=O)c2cc1OC,1,12.3,11.0,16.9,1660,3.9,-0.4,0.7,-7.9,0.9
Cc1cc(NS(=O)(=O)c2ccc(NC(=O)C(C)Oc3ccc4c(C)cc(=O)oc4c3)cc2)no1 (stereo not given),1,3.0,1.1,1.8,1683,-4.3,-3.3,2.7,-3.9,1
COC(=O)c1ccc(NC(=O)Nc2ccc(OC)cc2)cc1,1,-8.6,-6.1,0.5,1654,1.7,2.4,-6.0,-6.4,1.1
O=C(O)COn1c(-c2ccccc2)nc2ccc([N+](=O)[O-])cc21,1,-3.7,7.1,1.6,1561,-0.6,-1.3,-1.5,-5.0,1
CCCSc1nc2c(=O)[nH][nH]c(=O)c2n1Cc1ccccc1,1,0.0,3.3,15.7,1289,-6.5,-3.4,-2.7,-4.6,1
Cc1ccc(CCNC(=O)C2CCC(=O)N2C2CCCC2)cc1 (stereo not given),1,4.4,2.9,2.3,1729,-0.7,-2.4,2.7,-10.2,1
CCOc1cc(/C=N/NC(=O)C(C)Sc2ccccc2)ccc1O (stereo not given),1,7.3,-2.6,4.4,1770,-3.5,-3.9,-1.4,-4.6,0.9

# Rewritten as tab-separated lines: entries from further up.
Structure	TNAP act hiacc	bIAP inh	PPARg SRC2 recr	PPARg SRC-3 ag	TR-FRET SRC-2 ct	HMGR II inh	TNAP inh hiacc	PPARg SRC1 recr	TNAP inh noacc	bIAP activator
O=C(O)COn1c(-c2ccccc2)nc2ccc([N+](=O)[O-])cc21	1	-3.7	7.1	1.6	1561	-0.6	-1.3	-1.5	-5.0	1
CCCSc1nc2c(=O)[nH][nH]c(=O)c2n1Cc1ccccc1	1	0.0	3.3	15.7	1289	-6.5	-3.4	-2.7	-4.6	1
Cc1ccc(CCNC(=O)C2CCC(=O)N2C2CCCC2)cc1 (stereo not given)	1	4.4	2.9	2.3	1729	-0.7	-2.4	2.7	-10.2	1
CCOc1cc(/C=N/NC(=O)C(C)Sc2ccccc2)ccc1O (stereo not given)	1	7.3	-2.6	4.4	1770	-3.5	-3.9	-1.4	-4.6	0.9

# Next compounds follow.
SMILES,TNAP act hiacc,bIAP inh,PPARg SRC2 recr,PPARg SRC-3 ag,TR-FRET SRC-2 ct,HMGR II inh,TNAP inh hiacc,PPARg SRC1 recr,TNAP inh noacc,bIAP activator
O=C(Nc1ccccc1C(F)(F)F)N1CCC(N2CCCCC2)CC1,1.1,15.8,1.8,-1.4,1519,-3.3,-6.1,8.4,-16.1,0.8
COCCNC(=O)CN(c1ccc(C)cc1)S(=O)(=O)c1ccc(SC)cc1,1.1,-5.6,3.7,2.0,1640,-2.4,-6.4,4.3,-1.6,1.1
N#Cc1c(/N=C/c2ccco2)sc2c1CCCCC2,1,10.1,6.5,12.7,1555,-20.3,-4.9,3.1,-7.4,0.9
COc1ccc(C(=O)Nc2nc3nc(-c4ccccc4)cc(=O)n3[nH]2)cc1,1,-7.4,2.6,10.1,1530,2.2,-3.6,-2.7,-32.3,1.1
COC(=O)N/N=C/c1ccc(-c2cc(Cl)cc(Cl)c2)o1,1,20.6,3.7,7.0,1571,5.6,-2.4,-0.5,-10.9,0.8
Cc1cc(=O)oc2c(CN3CCCCC3)c(O)c(Cl)cc12,1,-6.9,5.2,16.8,1434,-1.9,1.9,-1.2,-10.1,1.1
Cc1cc(Cl)c(S(=O)(=O)Nc2cccc(O)c2)cc1OCC(N)=O,1,0.8,2.3,5.8,1643,5.6,1.4,2.1,-5.1,1
COc1ccc(N2CCN(Cc3nnnn3C3CCCCC3)CC2)cc1,1,-10.1,-0.3,1.3,1474,-3.3,-4.0,-2.1,-3.9,1.1
CCCOc1ccc(C(C(=O)OCCN(CC)CC)c2ccccc2)cc1 (stereo not given),1.1,0.0,-4.5,2.0,1455,-8.1,-5.6,2.2,-11.1,1
Cc1cc([N+](=O)[O-])c(C)cc1-c1ccc(/C=N/NC(=O)Cn2nnnc2N)o1,1,-10.0,5.2,2.0,1664,-2.7,4.1,5.4,1.4,1.1
Cc1cc(C)n2nc(SCC(=O)c3cc(C)n(-c4cc(C)on4)c3C)nc2n1,1,-7.4,5.5,-8.4,1605,3.5,1.7,11.7,-4.4,1.1
c1ccc(-n2ncc3c2ncn2cnnc32)cc1,0.9,.,3.1,13.0,1627,-1.6,9.4,-2.6,75.6*,0.4
O=C(CCCN1C(=O)/C(=C/c2ccccc2Cl)SC1=S)Nc1ccccn1,1,-17.4,3.2,1.2,1536,-1.2,2.5,0.6,-4.9,1.2
CCCCN1C(=O)NC(NC(C)=O)(C(F)(F)F)C1=O (stereo not given),1,8.9,-2.6,-4.4,1466,-2.4,-2.8,-4.2,-10.3,0.9
CCOC(=O)CN(c1cccc(C(C)=O)c1)S(C)(=O)=O,1.1,15.1,10.3,4.9,1716,-5.3,-6.4,7.7,-11.1,0.8
O=C(COc1ccccc1Cl)N1CCCC1,1,8.0,-2.6,-0.1,1392,-5.7,-4.3,0.2,-8.9,0.9
COc1ccc(CNC(=O)CCNS(=O)(=O)c2ccc(C)cc2)cc1,0.9,17.7,-3.6,-7.4,1549,0.6,5.7,-3.2,3.8,0.8

# Compound activity deposited in PubChem by several laboratories.
